High-throughput results deposited in PubChem by several laboratories.
ROCK2 inh: blocks human Rho kinase 2 activity. O75116. purified ROCK2, Kinase-Glo ATP depletion luminescence. inhibition, % at 6 µM. 60,000 tested, 0.35% active. AID 604;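 active = inhibition above the screen-wide mean inhibition plus 3 SD, cut at about 18% in these data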;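 note: plate controls were DMSO wells for no effect and Y-27632 control wells after no-enzyme background subtraction for full effect; many of its hits are not listed in these tables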
Cdc25B block: human M-phase inducer phosphatase 2 inhibition; 65,000 tested, 0.1% active; recombinant Cdc25B, OMFP fluorescence Ex485/Em525; P30305; inhibition, %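 (compounds tested at 10 µM final in the well)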; in the data active = inhibition above about 50%
Her2 expr inh: inhibitors of human Her2 kinase expression; P04626; 65,000 tested, 0.69% active; AID 645; HER2 level % of control, % at 10 µM; SKBR-3 HER2 protein level, AlphaScreen, 18-24 h; hits give low values;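 active = HER2 level under 5% of the carrier-only control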;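 note: 100% = DMSO carrier and 0% = 500 nM PU-H71 HSP90 inhibitor; lower value means stronger loss of Her2 protein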
PKA inh: blocks human protein kinase A activity; AID 524; 65,000 tested, 0.1% active; inhibition, % at 6 µM; PKA Kemptide phosphorylation, Kinase-Glo ATP luminescence; P17612;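 active = inhibition above the screen-wide mean inhibition plus 3 SD, cut at about 21% in these data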; note: many of its hits are not listed in these tables
Abs 340nm: compound absorbs light at 340 nm | fold change at 10 µM | 65,000 tested, under 10 active | compound absorbance at 340 nm, fold over control | AID 708;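 active = at 10 µM dose, initial 340 nm absorbance at least 2 fold that of control wells; inactive = change under 2 fold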;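 note: initial absorbance extrapolated from kinetic A340 decline of NADH oxidation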
Hsp90 inh: displaces geldanamycin probe from tumor Hsp90; NCI-N417 lysate Hsp90, Cy3B-geldanamycin FP displacement; 64,000 tested, 0.35% active; P07900; inhibition, % at 30 µM;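 active = inhibition above 50%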;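 note: 0% = tracer plus lysate wells and 100% = tracer alone without lysate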
DUSP1 inh: blocks human MKP-1 phosphatase activity; P28562; 65,000 tested, 0.15% active; recombinant MKP-1, OMFP hydrolysis fluorescence; AID 374; inhibition, %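 (compounds tested at a single concentration somewhere between 10 and 100 µM)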;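 active = inhibition above about 50%, limit read from the data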;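 note: 0% = DMSO max control wells and 100% = wells with enzyme stopped by NaOH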
Target sequence (P28562 whole entry, looked up): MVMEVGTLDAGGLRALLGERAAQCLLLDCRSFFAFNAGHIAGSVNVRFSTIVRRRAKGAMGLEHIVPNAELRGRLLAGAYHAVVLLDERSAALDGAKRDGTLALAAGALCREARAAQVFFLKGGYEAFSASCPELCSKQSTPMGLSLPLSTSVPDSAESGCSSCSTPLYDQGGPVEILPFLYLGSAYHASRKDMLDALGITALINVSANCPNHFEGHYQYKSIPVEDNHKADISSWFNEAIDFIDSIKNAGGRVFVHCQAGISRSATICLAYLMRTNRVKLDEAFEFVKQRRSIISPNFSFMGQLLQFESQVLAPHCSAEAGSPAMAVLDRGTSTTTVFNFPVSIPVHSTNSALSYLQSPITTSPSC
JNK3 inh: blocks human JNK3 kinase activity. P53779. purified JNK3 kinase activity, HTS. inhibition, % at 8 µM. 60,000 tested, 0.61% active. AID 746; in the data active = inhibition above about 17%;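 note: 0% = DMSO and 100% = reference inhibitor; many of its hits are not listed in these tables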
Target sequence (P53779 whole entry, looked up): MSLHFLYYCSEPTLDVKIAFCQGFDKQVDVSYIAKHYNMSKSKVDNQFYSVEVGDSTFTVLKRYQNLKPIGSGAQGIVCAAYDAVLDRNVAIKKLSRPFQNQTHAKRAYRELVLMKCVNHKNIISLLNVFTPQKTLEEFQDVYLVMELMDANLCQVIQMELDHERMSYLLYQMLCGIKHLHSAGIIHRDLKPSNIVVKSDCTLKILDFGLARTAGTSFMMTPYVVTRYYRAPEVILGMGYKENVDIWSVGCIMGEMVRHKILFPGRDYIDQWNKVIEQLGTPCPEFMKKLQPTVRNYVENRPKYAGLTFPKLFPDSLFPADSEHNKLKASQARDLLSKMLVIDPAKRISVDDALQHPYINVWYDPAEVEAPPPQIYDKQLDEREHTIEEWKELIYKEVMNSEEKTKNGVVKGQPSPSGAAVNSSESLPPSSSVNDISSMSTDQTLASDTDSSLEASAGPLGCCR
Fluor 339 460: intrinsic fluorescence of library compounds, ex339/em460 – biochemical, MLSMR library, data from DPM-DC assay, artefact control, profiling panel; compound autofluorescence, ex339/em460 nm, NADH buffer; hits give high values; 1 = no-compound wells, NADH background; fluorescence fold increase at 10 µM; 65,000 tested, 5.5% active; AID 709;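 active = at 10 µM, mean starting fluorescence two-fold or more over control wells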;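 note: signal is the first read of a kinetic run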
* marks the source's active call; other numbers are inactive results; x = not tested or not shown.

SMILES | ROCK2 inh | Cdc25B block | Her2 expr inh | PKA inh | Abs 340nm | Hsp90 inh | DUSP1 inh | JNK3 inh | Fluor 339 460
CC1Cc2ccccc2N1C(=O)c1cc2c(=O)n3ccccc3nc2n1C (stereo not drawn) | 7 | 10 | 75 | 10 | 1.1 | -4 | 17 | 3 | 1.7
Cc1cc(C)n(C(CC(=O)O)C(=O)O)n1 (stereo not drawn) | 14 | -5 | 115 | 8 | 1.1 | 3 | -5 | 5 | 1.1
COc1ccc(C(C)=O)cc1COC(=O)c1cnc(C)cn1 | 6 | -7 | 148 | 8 | 0.99 | -9 | 18 | 4 | 1.1
C=C(C)CSc1nnc(CCNC(=O)OC(C)(C)C)o1 | -5 | 7 | 144 | 0 | 1 | 1 | -6 | 3 | 1.1
Cc1cc(-c2ccco2)n(CC(=O)O)n1 | -2 | -3 | 100 | 1 | 1 | -4 | 20 | -6 | 1.1
Cn1c(CN2CCOCC2)nc2cc(NC(=O)c3ccc(F)cc3)ccc21 | -2 | 0 | 78 | -3 | 1.1 | -16 | 12 | -7 | 1.1
Cn1c(=O)[nH]c(=O)c2c1nc(N1CCCCCC1)n2Cc1cccc2ccccc12 | x | -2 | 145 | 12 | 1 | x | 5 | x | 1.1
O=C(CSc1n[nH]c(-c2ccncc2)n1)Nc1ccccn1 | 11 | -3 | 92 | 8 | 1 | -12 | -3 | -4 | 1.1
Cc1cc(/C=C(/C#N)c2cccc(F)c2)c(C)n1-c1cccnc1 | 2 | -7 | 74 | -2 | 1.1 | -12 | -6 | -1 | 1.2
CCn1nc(NC(=O)c2ccncc2)c2cc3cccc(C)c3nc21 | 6 | 4 | 100 | 6 | 1 | -4 | -14 | -6 | 1.2
Cc1cc(NC(=O)CSc2nc3c(c(=O)n2-c2ccccc2)SC(C)C3)no1 (stereo not drawn) | 0 | -7 | 112 | -5 | 1.1 | 1 | 8 | -1 | 1
CC1CCN(C(=O)c2ccc3c(c2)OCCO3)CC1 | 2 | -2 | 97 | 8 | 1.1 | -7 | 25 | 0 | 1.1
Cc1ccc(-c2cn(S(=O)(=O)c3cccc4nsnc34)nc2N)cc1 | -2 | -2 | 66 | 3 | 1.1 | -3 | 28 | 7 | 1.1
COc1ccc(CNc2cc(C)nc3ncnn23)c(OC)c1 | 0 | -20 | 83 | 2 | 1 | 2 | -10 | 6 | 1.1
O=c1c2ccccc2c2ccccc2c(=O)n1Cc1cccnc1 | 6 | -3 | 96 | 12 | 1 | -2 | 11 | -4 | 1
CCSc1nc(O)c(CC)c(=O)n1C(C)CC (stereo not drawn) | 5 | -2 | 109 | 8 | 1 | -5 | 2 | 2 | 1
CCOC(=O)Cc1cc(=O)n2[nH]c(C)cc2n1 | 4 | 2 | 150 | 8 | 1 | -4 | 24 | 2 | 1.2
O=C(c1csc2ccccc12)N1CCCCCC1 | 0 | 0 | 184 | 5 | 1 | -5 | 4 | 2 | 1.1
c1ccc2c(c1)Cn1nnnc1-2 | 5 | -2 | 97 | 1 | 1 | 2 | 0 | 1 | 1.1
CSc1nnc2c3c4c(sc3nc(-n3nc(C)cc3C)n12)COC(C)(C)C4 | 7 | 1 | 106 | 3 | 1.1 | 0 | -13 | -2 | 3*
COc1ccccc1CNC(=O)C(NC(=O)C1CCCCC1)C(C)C (stereo not drawn) | 4 | -14 | 105 | 8 | 0.97 | -6 | 2 | 3 | 1
O=C1NC(c2ccncc2)Nc2sc3c(c21)CCCC3 (stereo not drawn) | 14 | -5 | 106 | 10 | 1 | -2 | 15 | 4 | 1.4
O=C(c1ccc(Cl)cc1)c1ccccc1C(=O)N1CCOCC1 | -9 | -18 | 107 | 6 | 0.99 | -2 | -9 | 4 | 1
CCOC(=O)c1ccccc1Nc1cc(C)nc2nc(C)nn12 | 6 | -8 | 111 | 10 | 1.1 | -3 | 7 | 6 | 1.1
CCCn1c(SCC(=O)Nc2nc3c(s2)CCCC3)nc2c1c(=O)n(C)c(=O)n2C | -7 | -8 | 99 | 5 | 1 | 2 | 6 | -6 | 1.1
Cc1nn(-c2ccc(F)cc2)c2sc(C(=O)N3CCCCCC3)cc12 | -4 | -18 | 93 | -3 | 0.99 | 6 | 0 | -1 | 1
COc1ccc(CNC(=O)c2ccc(=O)oc2)cc1OC | 2 | 1 | 119 | 5 | 1.4 | 1 | -16 | 1 | 1
CCOC(=O)c1sc(Nc2nc3c(OC)cccc3s2)nc1C | -6 | 32 | 65 | -7 | 1 | 2 | 37 | -17 | 2.2*
Cc1ccc(S(=O)(=O)NCCCCCC(=O)NC(C)(C)CO)cc1 | 7 | -9 | 103 | 11 | 0.98 | 0 | 15 | 2 | 1.1
CS(=O)(=O)N(CCc1ccccc1)CC(=O)N1CCN(Cc2ccc3c(c2)OCO3)CC1 | -1 | -10 | 121 | 0 | 1 | -4 | 9 | 4 | 1.1
C=CCn1c(N)cc(=O)nc1SCC(=O)Nc1ccccc1 | -4 | -9 | 92 | -3 | 1.1 | -2 | 0 | -2 | 1.1
O=C(NC1CCN(C(=O)N2c3ccccc3Sc3ccccc32)CC1)c1ccco1 | x | -24 | 65 | 9 | 1.1 | x | 35 | x | 1.1
O=C(NCc1cccnc1)c1noc2c1CCCCC2 | 4 | 5 | 99 | 6 | 0.99 | -3 | 1 | -2 | 1.2
Cc1ccc(C(O)c2nc3ccccc3n2C(C)C)cc1 (stereo not drawn) | 4 | -13 | 76 | 8 | 0.99 | -2 | 10 | 8 | 1
Cc1cc(=O)c2c(C)nn(-c3ccccc3)c2[nH]1 | 6 | -9 | 96 | 4 | 1 | -2 | 0 | 3 | 1.1
O=C(Nc1ccc(F)cc1F)c1cccnc1 | 4 | -2 | 128 | 14 | 1 | 1 | -19 | -2 | 1.1
COc1ccc(CCNC(=O)CCCn2c(SCC#N)nc3ccccc3c2=O)cc1OC | 4 | -12 | 102 | 3 | 0.97 | -2 | 7 | 3 | 1.1
O=C(CNC(=O)c1cc2ccccc2o1)NCc1cccs1 | 5 | -1 | 92 | 8 | 0.98 | -2 | 7 | 4 | 1.1
Cc1cc(NC(=O)CN2CCN(c3ncccn3)CC2)no1 | x | 0 | 56 | 8 | 1.1 | x | 0 | x | 0.89
Cc1ccc(C(=O)NC2CC(C)(C)NC(C)(C)C2)c(C)c1 | x | -9 | 109 | 8 | 1 | x | -1 | x | 1.1
Cc1cc(/C=c2/sc3nc4ccccc4n3c2=O)c(C)n1-c1ccccn1 | 8 | 11 | 155 | -1 | 1 | -8 | 4 | 0 | 1.1
CCn1cc(C(=O)Nc2ccc(-n3cnnn3)c(OC)c2)c(=O)c2ccc(C)nc21 | 5 | -11 | 143 | -10 | 1.1 | -2 | 24 | -3 | 1.1
COc1ccccc1-n1cnc(N)c1C(=O)c1ccccc1 | 5 | -6 | 68 | 6 | 1 | -1 | 10 | -5 | 1.1
CCOC(=O)c1cc(C#N)c(NCc2ccccc2)nc1C | -5 | 6 | 116 | -2 | 1.1 | 3 | 7 | 0 | 1.7
O=C(c1ccco1)N(CCCN1CCOCC1)c1nc(-c2ccc(F)cc2)cs1 | 2 | -7 | 78 | 2 | 1 | 3 | 12 | -4 | 1.1
COC(=O)C(NC(=O)c1ccccc1)=C1C=C(C)OC(C)=C1 | 8 | -3 | 101 | 8 | 1.3 | 1 | -14 | 5 | 1.1
COc1ccc(-c2cc(C(=O)NC(C)C)no2)cc1 | x | 0 | 52 | -2 | 1 | -1 | -10 | x | 1.1
NC(=O)c1nc(N2CCOCC2)nc(N2CCOCC2)n1 | 8 | -10 | 82 | 11 | 1 | 2 | 1 | -1 | 1.2

The closing 3 entries of the section before open the next one:
SMILES | ROCK2 inh | Cdc25B block | Her2 expr inh | PKA inh | Abs 340nm | Hsp90 inh | DUSP1 inh | JNK3 inh | Fluor 339 460
COC(=O)C(NC(=O)c1ccccc1)=C1C=C(C)OC(C)=C1 | 8 | -3 | 101 | 8 | 1.3 | 1 | -14 | 5 | 1.1
COc1ccc(-c2cc(C(=O)NC(C)C)no2)cc1 | x | 0 | 52 | -2 | 1 | -1 | -10 | x | 1.1
NC(=O)c1nc(N2CCOCC2)nc(N2CCOCC2)n1 | 8 | -10 | 82 | 11 | 1 | 2 | 1 | -1 | 1.2
O=C(Nc1ccc2ccccc2c1)c1cnccn1 | -2 | 3 | 137 | -1 | 1.1 | -25 | 16 | -4 | 1.1
COc1ccc2cc3cc(C(=O)NCCCN4CCOCC4)oc3nc2c1 | 7 | 10 | 84 | 5 | 1.1 | 3 | -1 | 0 | 5.1*
CCOc1ccc(-c2cn(CCC#N)cn2)cc1 | 7 | -1 | 95 | 13 | 0.97 | -1 | -4 | 1 | 1.1
CCCN(CCC)Cc1c(C(=O)OCC)nnn1-c1nonc1N | 7 | -10 | 82 | 8 | 1 | -5 | -2 | 1 | 1.1
O=C(NCCc1ccc2c(c1)OCO2)C1CCN(S(=O)(=O)c2ccc(Cl)cc2)CC1 | -7 | -9 | 123 | -6 | 1 | 2 | 14 | -2 | 1.1
C=CCOc1ccc(C2N3CC4(CC)CN2CC(CC)(C3)C4=O)cc1 (stereo not drawn) | 8 | -2 | 77 | 6 | 1 | 2 | 21 | 2 | 1.1
CC(CCc1ccccc1)NCc1ccncc1 (stereo not drawn) | 0 | -7 | 122 | 2 | 0.99 | -2 | -3 | -3 | 1
COc1ccc2c(=O)c(N3C(=O)c4ccccc4C3=O)c(C)oc2c1 | 2 | 3 | 118 | 4 | 1 | -5 | -1 | 0 | 1.1
CSc1nnc2c(n1)OC(C1CC=C(C)CC1)Nc1ccccc1-2 (stereo not drawn) | 8 | -16 | 101 | 9 | 1 | 6 | -1 | -3 | 1.1
Cn1nnnc1SCC(=O)N(C1CCCCC1)C1CCCCC1 | -2 | 1 | 111 | 3 | 0.99 | -1 | -14 | 3 | 1.1
Cc1ccc2c(C)nc(NC3=NCN(Cc4ccccc4)CN3)nc2c1 | 5 | -6 | 105 | 1 | 0.97 | 1 | 16 | 40* | 1.1
CCSc1nc(O)c(C2OC(=O)c3c2ccc(OC)c3OC)c(=O)n1-c1ccccc1 (stereo not drawn) | 3 | 18 | 76 | 4 | 1 | -6 | 2 | 6 | 1

A second format for 2 compounds above:
Value order – ROCK2 inh | Cdc25B block | Her2 expr inh | PKA inh | Abs 340nm | Hsp90 inh | DUSP1 inh | JNK3 inh | Fluor 339 460
- Cc1nn(-c2ccc(F)cc2)c2sc(C(=O)N3CCCCCC3)cc12
 : -4 | -18 | 93 | -3 | 0.99 | 6 | 0 | -1 | 1
- COc1ccc(CNC(=O)c2ccc(=O)oc2)cc1OC
 : 2 | 1 | 119 | 5 | 1.4 | 1 | -16 | 1 | 1

Continuation:
SMILES | ROCK2 inh | Cdc25B block | Her2 expr inh | PKA inh | Abs 340nm | Hsp90 inh | DUSP1 inh | JNK3 inh | Fluor 339 460
CC(C)(C)c1ccc(C(=O)N2CCC(C(=O)NCC3CCCO3)CC2)cc1 (stereo not drawn) | 4 | -3 | 108 | 6 | 1 | 1 | 6 | -1 | 1.1
Nc1nc(-c2ccccc2)cc(N2CCCCC2)n1 | 6 | -8 | 67 | 8 | 1.1 | -5 | -1 | -2 | 1.3
Cc1ccc(-n2c3c(cc(C(=O)O)c2=O)C(=O)CC(C)(C)C3)cc1 | x | -8 | 67 | 4 | 1 | -4 | 2 | x | 1
C=CCn1c(C(C)NC(=O)CCC)nc2ccccc21 (stereo not drawn) | x | x | 139 | -3 | 1 | x | x | x | 1.1
CCOc1ccc(Nc2nc(Cc3nnc(SCC(=O)O)o3)cs2)cc1 | -1 | -5 | 105 | -2 | 1 | -4 | 11 | -7 | 1.1
COc1ccccc1-n1c(SCC(=O)Nc2ccccc2C)nc(O)cc1=O | 2 | -6 | 90 | 0 | 1 | -2 | 15 | 3 | 1.1
CS(=O)(=O)c1ccc2nc(N)sc2c1 | 6 | -14 | 68 | 11 | 0.99 | -4 | 11 | 3 | 1
O=C1c2ccccc2C(=O)N1Cc1nc2ccccc2o1 | 5 | -15 | 91 | 10 | 1 | 3 | 24 | -4 | 1.1
CCNC(=O)C1CC(=O)N(c2ccc(OCC)cc2)C1 (stereo not drawn) | 3 | -3 | 108 | 4 | 0.98 | -3 | -10 | -3 | 1

A portion of the library, so the mix of outcomes need not match the whole.
